# Source: PubChem BioAssay (several laboratories)
# PP1 counter: blocks human PP1-alpha phosphatase, a PP5 counter-screen; 320,000 tested, 0.9% active; inhibition, % at 6.7 µM; AID 2235; purified PP1alpha, OMFP fluorescence;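 active means inhibition above the mean inhibition of all tested compounds plus 3 SD, computed separately for each screening campaign, cut at about 15% in these data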
# TPT1 inh: blocks Candida albicans tRNA 2'-phosphotransferase | AID 1962 | 300,000 tested, 0.81% active | recombinant caTPT1, FP RNA substrate dephosphorylation | inhibition, % at 5 µM;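 active means inhibition above the mean of all tested compounds plus 3 SD, set per screening campaign, cut at about 24% in these data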;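 further: plate controls were DMSO alone for no effect and ferristatin control at 100 nM for full effect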
# procasp7 counter: activates human procaspase-7, counter-screen for procaspase-3 activators | P55210 | activation, % at 8.5 µM | recombinant procaspase-7, Ac-DEVD-pNA absorbance 405 nm; D23A/D198A/D206A triple mutant, cannot self-cleave; scale: DMSO 0, 5 µM enzyme 100 | 330,000 tested, 0.093% active;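 active means percent activation above the screen-wide mean plus 3 SD, cut at about 25% in these data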
# Target sequence (P55210 whole entry D23A/D198A/D206A): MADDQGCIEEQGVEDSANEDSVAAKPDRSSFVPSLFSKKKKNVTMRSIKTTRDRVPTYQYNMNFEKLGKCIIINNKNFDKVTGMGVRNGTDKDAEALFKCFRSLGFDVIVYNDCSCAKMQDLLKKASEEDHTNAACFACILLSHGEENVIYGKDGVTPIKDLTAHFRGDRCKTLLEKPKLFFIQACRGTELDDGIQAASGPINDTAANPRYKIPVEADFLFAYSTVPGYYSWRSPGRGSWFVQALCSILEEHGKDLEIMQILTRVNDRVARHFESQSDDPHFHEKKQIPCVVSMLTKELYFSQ
#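 signal = Epi-absorbance of released pNA at 405 nm, two timepoints | assay system = Uncleavable procaspase-7 mutant enzyme | reagent = Ac-DEVD-pNA substrate, 400 µM as added | times = 1 h enzyme–compound preincubation and 2 h substrate reaction, both 25 °C | benchmarks = low DMSO alone, high DMSO plus 5 µM PC-7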
# JMJD2C inh: inhibitors of human GASC-1 (JMJD2C) demethylase. Q9H3R0. GST-JMJD2C(1-420) H3K9me3 demethylation, DELFIA europium. inhibition, % at 2.35 µM. 330,000 tested, 0.069% active;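 active means more than half of a compound's replicate wells show inhibition beyond 50%, single wells judged on their own value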;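 further: signal counts dimethyl H3K9 product captured on neutravidin plate; 0% = median of DMSO wells and 100% = 0.3 times that DMSO median; strong numbers were not always called active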
# HCV core dimer: blocks dimerization of HCV core protein; TR-FRET GST/Flag-core106 dimerization, 1536-well; inhibition, % at 5 µM; 300,000 tested, 0.33% active; AID 1899;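 active means inhibition above the mean of all tested compounds plus 3 SD, set per screening campaign, cut at about 45% in these data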
#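 System – GST-tagged and Flag-tagged HCV core protein residues 1-106 · Repeats – one well for each compound · Technique – TR-FRET 671 and 617 nm emission · Doses – one concentration, 5 µM, in 0.5% DMSO · Times – 4 h, 22.5 °C incubation · Also added – Eu donor and XL665 acceptor anti-tag antibodies · Measure – percent inhibition of core106 dimerization signal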
# PP5 primary: PP5 (human) phosphatase inhibition | purified PP5c, OMFP substrate fluorescence | inhibition, % at 6.7 µM | 320,000 tested, 0.18% active;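 active means inhibition above the campaign's mean inhibition across all tested compounds plus 3 SD, cut at about 9.5% in these data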;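 further: 0% = DMSO only and 100% = 100 µM cantharidin control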
# Target sequence (P53041 whole entry, looked up): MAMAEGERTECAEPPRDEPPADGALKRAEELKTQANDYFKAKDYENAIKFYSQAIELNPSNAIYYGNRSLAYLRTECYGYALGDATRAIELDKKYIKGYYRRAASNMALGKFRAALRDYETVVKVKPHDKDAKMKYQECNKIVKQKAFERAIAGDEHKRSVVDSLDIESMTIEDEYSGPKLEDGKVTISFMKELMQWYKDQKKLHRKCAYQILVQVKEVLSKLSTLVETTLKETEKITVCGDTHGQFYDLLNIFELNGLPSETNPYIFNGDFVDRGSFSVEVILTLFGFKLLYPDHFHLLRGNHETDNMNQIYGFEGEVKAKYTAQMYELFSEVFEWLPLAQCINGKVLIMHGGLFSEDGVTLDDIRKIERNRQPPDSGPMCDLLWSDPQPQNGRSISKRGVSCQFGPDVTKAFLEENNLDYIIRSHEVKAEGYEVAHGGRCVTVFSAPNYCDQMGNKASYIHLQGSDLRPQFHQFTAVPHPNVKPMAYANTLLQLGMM
# Efflux pump inh: inhibitors of Candida antifungal efflux pumps expressed in yeast. S. cerevisiae Candida pump triplex, Nile Red efflux. inhibition, % at 10 µM. 330,000 tested, 0.44% active;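 active means plate passing quality check with inhibition over a set limit, or well fluorescence over plate mean plus 4 SD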;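 further: Nile Red retained in pooled yeast measured as flow cytometry median fluorescence; 0% = buffer negative control and 100% = Enniatin B positive control; higher means more Nile Red kept so more efflux inhibition; some compounds called inactive have numbers as strong as hits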
# proCasp3 act: procaspase-3 (human) activation; P42574; recombinant procaspase-3 D3A, Ac-DEVD-pNA absorbance 405 nm; activation, % at 8.5 µM; 330,000 tested, 0.11% active;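 active means activation above the mean of all tested compounds plus 3 SD, cut at about 21% in these data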;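 further: 0% = DMSO alone and 100% = DMSO wells spiked with extra 5 µM PC-3 D3A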
# Target sequence (P42574 whole entry D9A/D28A/D175A): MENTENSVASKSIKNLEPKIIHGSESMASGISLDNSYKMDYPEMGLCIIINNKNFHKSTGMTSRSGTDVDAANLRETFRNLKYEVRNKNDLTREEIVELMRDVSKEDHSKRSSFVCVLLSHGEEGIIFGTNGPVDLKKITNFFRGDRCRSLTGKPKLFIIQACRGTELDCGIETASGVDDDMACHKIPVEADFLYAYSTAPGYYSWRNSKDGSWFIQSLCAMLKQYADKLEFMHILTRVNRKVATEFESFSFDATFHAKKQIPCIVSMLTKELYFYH
#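 Technique: 405 nm absorbance of p-nitroaniline, reads at 0 and 120 min; Test system: Procaspase-3 D3A mutant; Incubation: 1 h enzyme-compound preincubation, then 2 h substrate reaction, 25 °C; Repeats: singlicate, each compound tested once; Benchmarks: low control DMSO wells, high control DMSO plus 5 µM PC-3 D3A.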
# Fh CTSL1 inh: counter-screen for PFM18AAP inhibitors: inhibitors of F. hepatica cathepsin L1. AID 1906. 300,000 tested, 0.49% active. recombinant F. hepatica cathepsin L1, Z-Leu-Arg-MCA fluorescence. inhibition, % at 5.96 µM;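 active means inhibition above the mean of all tested compounds plus 3 SD, set per screening campaign, cut at about 17% in these data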;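 further: 0% = plate median of test compound wells and 100% = 1 µM Z-Phe-Ala-diazomethylketone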
# * = called active by the depositor; x = no result given; & = joins results of further samples. An unsorted share of the library (roughly 2.9% active in at least one column).
SMILES,PP1 counter,TPT1 inh,procasp7 counter,JMJD2C inh,HCV core dimer,PP5 primary,Efflux pump inh,proCasp3 act,Fh CTSL1 inh
Cc1ccc(S(=O)(=O)N2CCCC(C(=O)N3CCN(C)CC3)C2)cc1 (stereo not given),0.5,-0.9,-0.3,21.1,-6.5,2.6,-0.1,5.5,-1.5
O=[N+]([O-])c1cc(-c2cnc3ccccc3n2)ccc1Oc1ccc(Br)cc1,-1.5,-2.4,6.3,4.7,-7.1,5.9,0.2,14.8,3.4
CC1=C(C(=O)Nc2ccccc2)C(c2ccco2)NC(=O)N1 (stereo not given),-2.2,-2.5,1.5,1.8,7.0,1.1,-0.1,-6.4,6.2
O=C(O)c1cc(-n2[nH]c(=O)c3ccccc3c2=O)ccc1Cl,1.5,-3.9,-0.5,-6.4,0.7,0.6,-0.3,-0.1,-3.9
CC1CCN(Cc2c(C(=O)N/N=C/c3cc(Cl)ccc3O)nnn2-c2nonc2N)CC1,8.6,0.1,-95.2,-9.6,37.7,0.4,0.1,-59.8,4.6
Cc1ccc(N2C(=O)N3[C@H]4c5ccccc5OC[C@@H]4[C@@H](c4ccccc4)[C@@]3(C)C2=O)cc1,-2.2,0.1,-7.3,-12.9,16.9,0.8,0.1,-3.2,-5.5
O=C(Nc1nnc(-c2cccs2)o1)C1CC1,-44.5,0.1,3.6,2.0,21.9,-0.2,-0.1,-3.7,4.3
COc1ccc(-c2nc3cnccn3c2Nc2ccc(C)cc2)cc1,1.9,2.9,0.9,18.2,-9.2,4.6,0.2,-5.5,-0.3
COCCNc1nc2c(S(=O)(=O)c3cc(C)ccc3C)nnn2c2ccccc12,2.1,1.4,-1.6,-1.2,11.4,-2.2,-0.3,9.6,1.4
COc1cccc2cc(C(=O)N3CCCCCCC3)c(=O)oc12,-2.6,-1.9,-5.3,5.0,-9.9,-1.8,-0.1,-3.6,2.1
CCSCc1nnc(SCC(=O)Nc2nc3ccccc3s2)n1C,-3.6,-4.5,0.9,0.5,1.9,-0.5,0.0,-1.3,1.6
O=C(NCCc1ccc(Cl)cc1)c1cnc2n(c1=O)CCS2,3.1,-1.6,6.4,-9.6,1.8,2.2,0.1,12.3,-4.3
Cn1c(=O)[nH]c(=O)c2c1nc(CN1CCN(c3cccc(Cl)c3)CC1)n2CCN1CCOCC1,2.4,1.4,6.3,-1.3,2.0,-0.3,0.5,-0.1,-1.2
CCCN(C(=O)CSc1nnc2ccccn12)C1CCS(=O)(=O)C1 (stereo not given),-2.4,x,-2.2,17.6,x,-0.6,-0.2,-4.9,x
COc1cc(/C=C/C(=O)Nc2cccnc2)cc(OC)c1OC,0.8,2.3,-1.9,-4.3,-4.9,0.9,0.6,-2.7,7.8
CC(C)C(=O)NC(=S)Nc1ccc(S(=O)(=O)N(C)Cc2ccccc2)cc1,5.1,-3.3,-6.7,-3.0,7.1,5.3,-0.1,-0.7,-2.1
CCC12CN(C(=O)c3ccc(OC)cc3)CC(CC)(CN(C(=O)c3ccc(OC)cc3)C1)C2=O,3.4,-0.8,-8.8,3.7&2.2,16.2,0.0,0.1,6.6,-2.5
O=[N+]([O-])c1cc(Cl)c(Cl)c(Cl)c1Cl,-2.2,x,-5.5,10.2,x,-0.8,-0.1,-1.4,x
O=S(=O)(NCC(c1cccnc1)N1CCc2ccccc2C1)c1ccccc1 (stereo not given),-1.7,-0.2,1.0,12.7,2.4,-1.2,0.0,3.4,-1.7
CCN(CC)S(=O)(=O)c1ccc2c(c1)nc(SC(C)C(=O)NCC1CCCO1)n2CC (stereo not given),1.6,-3.8,2.9,5.8,2.7,0.6,-1.2,4.6,1.8
Cc1cc2ccccc2cc1CN1CCCCC1,-4.8,-1.3,10.6,-13.4,-2.4,-0.6,0.1,-3.3,0.8
C/C(=N\O)C(C)(C)NC(=O)Nc1ccc(Cl)cc1,1.6,1.2,3.5,-5.9,-7.3,2.1,0.0,-1.4,1.5
O=C1COc2ccc(C(=O)COC(=O)CNC(=O)c3ccccc3)cc2N1,-4.3,1.1,1.2,7.0,-4.8,2.0,0.3,2.8,-6.8
CN1CCN(CCc2nc3cc(NC(=O)COc4ccc([N+](=O)[O-])cc4)ccc3n2C)CC1,-6.0,-3.5,1.3,9.6,-3.0,-0.6,0.0,5.3,-2.7
Cc1c(CC(=O)O)c(=O)oc2cc(OCc3ccc(Br)cc3)ccc12,0.6,-4.2,6.5,-8.3,9.2,-1.6,-0.3,6.0,8.4
COc1cc(/C=C(\NC(=O)c2ccccc2)C(=O)Nc2nccs2)ccc1OC(C)=O,-3.5,0.5,4.3,-9.5,-0.8,-1.0,-0.1,4.4,-4.8
O=C(COc1ccc(F)cc1)Nc1cc(Cl)ccc1-n1cncn1,-5.8,3.6,-3.7,-2.3,0.3,-1.6,0.1,9.1,0.7
CS(=O)(=O)N1CCN(c2ccccc2NC(=O)Nc2cccc(Cl)c2)CC1,2.2,-3.6,5.7,-32.5,-6.3,5.7,0.1,5.8,-5.7
Cc1nc2cc(S(=O)(=O)C(F)(F)F)ccc2s1,-2.3,-1.7,18.9,-4.5,-5.7,2.2,0.1,11.3,-2.5
COc1cccc(OCc2nc(-c3cccc([N+](=O)[O-])c3)no2)c1,-2.5,3.2,8.9,-9.6,0.5,-2.8,-0.2,12.3,0.8
O=C(Nc1ccc(Cl)cn1)c1cccc(S(=O)(=O)N2CCOCC2)c1,-4.3,1.9,10.8,-3.8,1.4,1.1,0.0,-6.5,-1.6
CCCC(C(=O)NC(C)(C)C)N(Cc1ccc(F)cc1)C(=O)c1snc(C(N)=O)c1N (stereo not given),0.6,-3.2,1.1,-14.1,-1.2,0.7,-0.1,4.0,4.3
Cn1c(=O)cc(SCC(=O)N2CCCC2)c2cc(Cl)ccc21,-5.3,-0.9,2.7,2.7,7.4,-0.8,0.0,2.3,1.3
O=C(O)C12CC3CC(C1)CC(n1ncc(NCc4ccccc4)c(Cl)c1=O)(C3)C2,-3.7,-1.8,5.7,-5.4,0.6,1.4,-0.3,-10.9,2.9
CCCc1nnc(NS(=O)(=O)c2ccc(OC)cc2)s1,-2.4,-1.1,-1.9,-19.3,0.0,1.5,0.0,1.0,0.2
Cc1cc(O)c(N=Cc2cc3c(cc2[N+](=O)[O-])OCO3)cc1C,0.7,4.2,-19.5,-17.6,-1.7,0.2,-0.2,-21.8,-0.4
CCOc1ccc(C(=O)n2cnnc2N)cc1,-4.7,-1.6,3.9,-4.9,-4.2,1.4,0.0,-13.9,-0.5
CCN(C(=O)COC(=O)CSc1ccccc1)c1c(N)n(Cc2ccccc2)c(=O)[nH]c1=O,-3.1,4.0,-0.6,4.3,-10.8,-0.5,-0.1,5.5,-6.3
O=C(O)CN1C(=O)/C(=C\C(Br)=C\c2ccccc2)SC1=S,2.2,5.6,-4.0,-0.9,6.2,1.3,0.2,-22.2,3.2
CCSc1nc(O)cc(=O)[nH]1,-2.7,0.7,16.0,-18.4,-6.1,3.6,0.1,-5.3,-3.0

# Single records (already shown). Screens in order: PP1 counter, TPT1 inh, procasp7 counter, JMJD2C inh, HCV core dimer, PP5 primary, Efflux pump inh, proCasp3 act, Fh CTSL1 inh
# `O=C(O)C12CC3CC(C1)CC(n1ncc(NCc4ccccc4)c(Cl)c1=O)(C3)C2` in the list: -3.7, -1.8, 5.7, -5.4, 0.6, 1.4, -0.3, -10.9, 2.9
# `CCCC(C(=O)NC(C)(C)C)N(Cc1ccc(F)cc1)C(=O)c1snc(C(N)=O)c1N` (stereo not given) in the list: 0.6, -3.2, 1.1, -14.1, -1.2, 0.7, -0.1, 4.0, 4.3

# (further entries)
SMILES,PP1 counter,TPT1 inh,procasp7 counter,JMJD2C inh,HCV core dimer,PP5 primary,Efflux pump inh,proCasp3 act,Fh CTSL1 inh
Cc1ccc(Cl)cc1N(CC(=O)N1CCCCCC1)S(C)(=O)=O,-0.3,0.7,-1.3,-22.8,0.5,1.3,-0.1,-1.8,-1.4
COc1cc(S(=O)(=O)N2CCCCC2)c(OC)cc1Br,3.5,0.8,-1.3,-8.8,-2.0,-0.3,0.0,4.6,5.5
Cc1ccc(C(=O)COC(=O)CCN2C(=O)C3C4C=CC(C5CC45)C3C2=O)cc1 (stereo not given),-5.6,2.2,2.4,5.1,2.2,4.4,0.1,2.0,-3.7
O=C(c1ccc(Br)o1)N(c1ccccn1)C1CCCCC1,-2.3,1.2,4.7,5.1,-8.6,-1.9,0.1,-2.6,-2.6
COc1cc(C(=O)NNC(=O)c2ccc(S(=O)(=O)N3CCCCC3)cc2)cc(OC)c1OC,-3.1,-1.3,8.2,3.2,1.4,0.5,0.3,7.5,-1.8
O=C(Nc1ccccc1N1CCCCC1)c1ccc(-c2cccc(Cl)c2)o1,2.9,0.4,2.3,-24.3,-8.7,-1.4,0.0,-1.3,9.7
CCOCCOC(=O)C1=C(C)N(C)C(=O)NC1c1ccccc1Cl (stereo not given),1.0,3.8,2.3,-10.9,-3.6,0.4,0.1,0.9,4.5
O=C(O)c1cc(S(=O)(=O)Nc2ccc3c(c2)OCCO3)c(Cl)cc1Cl,-1.3,-5.0,-1.5,-2.3,2.8,1.0,-0.1,9.3,2.5
C=CCSC1=NC(=O)/C(=C/c2cccs2)S1,-0.9,-1.2,8.5,1.3,-0.8,-0.9,0.1,1.4,0.3
O=C(COC(=O)Cn1cnc2ccccc21)NCCc1ccc(Cl)cc1,-0.8,-2.4,2.4,7.6,0.0,0.1,0.0,-2.5,-5.2
Fc1ccc(CSc2nnc(-c3ccncc3)o2)cc1,-1.5,-1.5,1.3,4.0,4.3,-0.4,0.0,-2.0,0.8
Cc1noc(C)c1CSCC(=O)Oc1ccc(N(C)S(=O)(=O)c2ccc(Cl)cc2)cc1,2.3,2.4,8.0,-3.4,4.3,0.6,0.2,11.0,-57.0
Cc1ccc(C(=O)OCC(=O)NCCC2=CCCCC2)cc1N,7.6,-3.8,-3.4,-10.7,2.8,-1.9,0.2,4.2,-1.0
COc1ccc(N(C(=O)c2cc3ccccc3oc2=O)C2C=CS(=O)(=O)C2)c(OC)c1 (stereo not given),0.4,2.0,-0.4,0.6,3.2,0.2,0.0,-1.2,-2.7
O=c1cc(CN2CCN(S(=O)(=O)c3ccc4c(c3)OCCO4)CC2)c2ccc(O)cc2o1,8.1,-3.5,24.2,3.7,20.3,1.4,-0.1,21.5*,5.7
O=C(NC(=S)N(Cc1ccccc1)Cc1ccccc1)C1CCCCC1,3.0,-1.5,-3.1,25.7,13.8,1.1,-0.1,-6.4,-0.3
CCCN(CCO)Cc1cccc(Br)c1,-3.5,-1.7,9.1,4.6,-5.6,1.1,-0.1,5.1,-1.9
Cc1cc2c(=O)oc(-c3ccc(F)cc3)nc2s1,-3.4,-3.0,2.6,7.5,2.9,-1.9,-0.1,9.2,0.8
Cc1nn(C)c(C(=O)Nc2ccn(Cc3c(F)c(F)cc(F)c3F)n2)c1[N+](=O)[O-],-0.7,-1.7,-3.0,-2.2,0.6,2.3,0.0,-3.6,1.9
